Screens deposited in PubChem BioAssay by several laboratories.
Vif inh: inhibitors of HIV Vif | HEK293T cells, Vif self-association by quenched fluorescence, imaging, 24 h | inhibition, % at 7.49 µM | 0.35% of 340,000 active; in the data active means inhibition above about 50%, passing the limit was not always enough; further: some results filed as inactive read as strong as hits
PDI turbidity: inhibitors of human protein disulfide isomerase | P07237 | PDI insulin aggregation turbidity, A650, 90 min | inhibition, % at 10 µM | 0.052% of 350,000 active | AID 588391;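 active means mean inhibition across replicates of 30% or more, whatever share of single replicates reach that level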;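 further: absorbance from insulin aggregation driven by PDI reduction with DTT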
Target sequence (P07237 whole entry, looked up): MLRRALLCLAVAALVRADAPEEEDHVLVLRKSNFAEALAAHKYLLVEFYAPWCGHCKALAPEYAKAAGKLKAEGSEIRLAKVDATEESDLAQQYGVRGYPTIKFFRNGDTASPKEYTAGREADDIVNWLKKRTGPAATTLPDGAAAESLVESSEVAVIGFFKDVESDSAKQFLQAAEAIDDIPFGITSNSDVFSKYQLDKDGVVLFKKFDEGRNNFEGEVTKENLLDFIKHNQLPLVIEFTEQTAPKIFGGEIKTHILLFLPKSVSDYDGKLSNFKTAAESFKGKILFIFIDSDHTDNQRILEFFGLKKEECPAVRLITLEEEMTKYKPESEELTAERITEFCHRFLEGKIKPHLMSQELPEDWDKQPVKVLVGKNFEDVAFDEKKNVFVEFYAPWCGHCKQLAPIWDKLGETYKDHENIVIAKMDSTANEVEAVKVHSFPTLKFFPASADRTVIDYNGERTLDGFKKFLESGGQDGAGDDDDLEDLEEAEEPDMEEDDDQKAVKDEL
aDG glyco up: increases alpha dystroglycan glycosylation. activation, % at 10 µM. 0.22% of 360,000 active. Pro5-aDG cells, alpha-DG glycosylation AlphaScreen (IIH6); 0% Pro5, 100% B10-LARGE cell signal;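 active means activation of at least 8% versus controls, or a plate z-score of at least 8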;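 further: Pro5 are CHO cells carrying HIG-tagged alpha-DG that lacks glycosylation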
m5-HT2A agonist: mouse HTR2A agonism via beta-arrestin recruitment | 0.66% of 360,000 active | CHO-K1 mHTR2A beta-arrestin complementation, luminescence; percent of 30 µM serotonin response | AID 624169 | activation, % at 7.6 µM | P35363;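 active means activation above a run cutoff, the mean activation of all tested compounds plus 3 SD, cut at about 14% in these data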;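 further: 0% = plate median of compound wells and 100% = 30 µM serotonin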
MC4R antag cAMP: blocks human MC4R cAMP signaling. AID 540295. inhibition, % at 6.5 µM. 0.48% of 360,000 active. P32245. MC4R-expressing cells, MTII-stimulated cAMP, LANCE TR-FRET;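 active means inhibition above its plate's cutoff, the mean of tested wells on that plate plus 3 SD, cut at about 29% in these data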;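 further: 0% = Melanotan II alone and 100% = Melanotan II plus saturating MCL0020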
Target sequence (P32245 whole entry, looked up): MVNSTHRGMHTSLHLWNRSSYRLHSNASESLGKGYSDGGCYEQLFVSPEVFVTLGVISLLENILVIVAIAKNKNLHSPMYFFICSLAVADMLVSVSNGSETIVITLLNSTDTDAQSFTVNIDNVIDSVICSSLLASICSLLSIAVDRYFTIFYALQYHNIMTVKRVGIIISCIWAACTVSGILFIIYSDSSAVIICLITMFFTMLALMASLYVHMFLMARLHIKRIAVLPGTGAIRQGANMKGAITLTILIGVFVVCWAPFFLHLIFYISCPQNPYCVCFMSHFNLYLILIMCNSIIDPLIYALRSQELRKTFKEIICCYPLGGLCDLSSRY
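System: U2OS-MC4R stable cell line; Technique: Eu-cAMP/anti-cAMP TR-FRET, emission 671 nm; Repeats: single well per compound; Also added: Melanotan II; Dosing: one concentration, 6.5 µM nominal; Schedule: 30-min compound, 1-h challenge, 1-h detection, room temperature.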
ABCB6 inh MLPCN: inhibitors of human ABC transporter ABCB6; Q9NP58; K562-ABCB6 porphyrin accumulation, flow cytometry, 1 h; active compounds read low; fluorescence ratio to DMSO, % at 10 µM; 0.19% of 360,000 active; AID 602162;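 active means fluorescence ratio to DMSO below 75%, the collection mean minus 3 SD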;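 further: signal is porphyrin accumulated inside mitochondria; 100% equals median channel fluorescence of DMSO control wells; lower ratio means ABCB6 inhibition with less porphyrin fluorescence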
MC4R barr agon: activates human MC4R beta-arrestin recruitment; U2OS MC4R beta-arrestin complementation, luminescence; percent of melanotan II response, DMSO zero; P32245; activation, % at 8.9 µM; 0.98% of 360,000 active;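 active means activation above a per-plate cutoff, the mean activation of sample wells on that plate plus 3 SD, cut at about 8% in these data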
CaV13 ICDI inh: Disruptors of the CACNA1D IQ motif to Ca2+-dependent inactivation inhibitor domain association, primary screening, Förster resonance energy transfer in intact living …; AID 743397; 0.098% of 340,000 active; HEK cells, CFP/YFP FRET ICDI-IQ, plate reader, 10 min; percent FRET-ratio fall versus neutral wells; inhibition, % at 12.3 µM;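 active means mean replicate inhibition of at least 30% and at least 1% of replicates passing that level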;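 further: 0% = median of the neutral control wells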
Glyco luc inh: N-linked glycosylation inhibition | D54 ERlucT glycosylation luciferase reporter, 24 h; percent of 100 nM tunicamycin response | reporter increase, % at 12.5 µM | 0.23% of 360,000 active | AID 588692;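 active means mean luciferase reporter signal, scaled so untreated is 0 and the glycosylation-blocking control 100, at or above a set limit in every replicate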;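 further: luciferase carries N-glycosylation sites so blocking glycosylation raises the light; 0% = median of neutral control wells and 100% = median of 100 nM tunicamycin wells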
H9c2 protect: modulators protecting cardiomyocytes from myocardial damage; 0.63% of 360,000 active; protection from H2O2 cell death, % at 20 µM; H9c2 cardiomyocytes, H2O2 injury protection, ATPLite, 2 h;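 active means compounds giving at least 50% protection of heart cells from peroxide-induced death in the single-dose screen, raw or plate-pattern-corrected value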;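 further: 0% = DMSO wells with peroxide and 100% = DMSO wells without peroxide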
* = called active by the depositor; . = not tested or not shown.

SMILES | Vif inh | PDI turbidity | aDG glyco up | m5-HT2A agonist | MC4R antag cAMP | ABCB6 inh MLPCN | MC4R barr agon | CaV13 ICDI inh | Glyco luc inh | H9c2 protect
CC(C)C(=O)NC(c1cccc([N+](=O)[O-])c1)c1c(O)ccc2ccccc12 (stereo not drawn) | -12 | -9 | 0.5 | 2 | 9 | 98 | -0.9 | -5 | -1 | -16
O=C1CC(c2ccccc2)CN1C(=O)c1cccnc1 (stereo not drawn) | -2 | 4 | -0.1 | 9 | 4 | 100 | 1.5 | -4 | 2 | -4
CCc1nnc(NC(=O)C(C)C)s1 | . | 22 | -0.2 | -1 | 4 | 91 | -2.1 | -5 | 4 | 1
CCn1c(SCC(=O)OC)nnc1-c1ccncc1 | -7 | -2 | 0.0 | 0 | 0 | 91 | -1.2 | -5 | 1 | 0
CCNC(=S)N1CCN(Cc2ccccc2)CC1 | 4 | -6 | 0.1 | 4 | 13 | 104 | 0.8 | -1 | 0 | 6
COC(=O)c1cccc(NC(=O)c2ccc3c(c2)C(=O)N(Cc2cccnc2)C3=O)c1C | 3 | 3 | -0.3 | 3 | 17 | 94 | -1.5 | . | 2 | 13
Cc1cccc(NC(=S)Nc2ccc(Br)cc2)c1 | 2 | -6 | 1.3 | 1 | 1 | 103 | 0.9 | . | -1 | -25
CSc1ccc(Cn2c(C)c(C(=O)NCc3ccccc3C(F)(F)F)sc2=O)cc1 | -11 | -4 | -0.2 | 2 | 6 | 96 | 0.8 | 5 | -9 | -3
COc1ccccc1C(CC(=O)Nc1ccc(Cl)cc1)c1ccc(OC(C)C)cc1 (stereo not drawn) | . | 1 | 0.4 | 0 | 8 | 93 | -1.2 | -4 | -1 | -7
Cc1cc(C)cc(C(=O)NCCN2CCOCC2)c1 | -5 | 5 | -0.1 | 5 | -4 | 104 | -1.7 | -1 | 1 | 1
Cc1cc(C)c(S(=O)(=O)N2CCCCC2)c(C)c1N(C)S(=O)(=O)c1ccccc1 | -4 | 0 | 0.0 | -7 | 3 | 90 | 0.2 | -10 | -4 | -5
CC(C)(C)c1ccc(OCC(=O)NCc2ccco2)cc1 | -20 | 4 | -0.1 | 7 | 4 | 101 | -0.8 | -4 | 0 | 1
COC(=O)CCCn1nc(NC(=O)COc2ccc(F)cc2)cc1C | 6 | -1 | -0.1 | 12 | 1 | 95 | -1.6 | -7 | -2 | 0
CC(=O)Nc1ccc(Nc2cc(N3CCOCC3)c3nonc3c2[N+](=O)[O-])cc1 | 2 | 4 | 0.5 | 4 | -1 | 107 | -1.6 | -5 | -2 | 5
COc1cccc(N2C(=NC(=O)CCC3CCCC3)SC3CS(=O)(=O)CC32)c1 (stereo not drawn) | 1 | 6 | 0.1 | 1 | 7 | 106 | -1.4 | -3 | -1 | 3

Next section, starting with the last 4 of the part before.
SMILES | Vif inh | PDI turbidity | aDG glyco up | m5-HT2A agonist | MC4R antag cAMP | ABCB6 inh MLPCN | MC4R barr agon | CaV13 ICDI inh | Glyco luc inh | H9c2 protect
CC(C)(C)c1ccc(OCC(=O)NCc2ccco2)cc1 | -20 | 4 | -0.1 | 7 | 4 | 101 | -0.8 | -4 | 0 | 1
COC(=O)CCCn1nc(NC(=O)COc2ccc(F)cc2)cc1C | 6 | -1 | -0.1 | 12 | 1 | 95 | -1.6 | -7 | -2 | 0
CC(=O)Nc1ccc(Nc2cc(N3CCOCC3)c3nonc3c2[N+](=O)[O-])cc1 | 2 | 4 | 0.5 | 4 | -1 | 107 | -1.6 | -5 | -2 | 5
COc1cccc(N2C(=NC(=O)CCC3CCCC3)SC3CS(=O)(=O)CC32)c1 (stereo not drawn) | 1 | 6 | 0.1 | 1 | 7 | 106 | -1.4 | -3 | -1 | 3
Cc1ccc(NCc2nnc(SCCN3CCCCC3)n2CC2CCCO2)c(C)c1 (stereo not drawn) | -2 | -7 | 0.2 | -8 | 0 | 99 | -0.5 | -5 | -1 | -1
Cc1cccc(S(=O)(=O)N(CC(=O)Nc2ccccc2C)Cc2ccco2)c1 | . | 2 | -0.1 | -4 | 14 | 105 | 2.2 | -2 | 7 | 5
CCC1(c2ccccc2)NC(=O)N(CC(=O)N(C)Cc2ccccc2)C1=O (stereo not drawn) | -6 | -13 | 0.0 | -1 | 3 | 92 | -1.4 | -4 | 0 | -3
COc1ccc(C(=O)Nc2nc(C)cs2)cc1S(=O)(=O)N1CCOCC1 | 4 | 19 | 0.0 | -1 | -7 | 107 | -0.1 | -7 | 2 | 5
C#CCNC(=O)C[C@@H]1C[C@@]2(C(=O)OCC)CCCC=C2N(Cc2ccc3c(c2)OCO3)C1=O | . | . | 0.2 | 10 | . | 102 | . | -2 | . | .
CC(=O)c1cc2c(cc1N(C(=O)Cn1nnc3ccccc31)C(C(=O)NCCC(C)C)c1cccnc1)OCO2 (stereo not drawn) | -4 | -5 | 0.1 | 1 | -12 | 94 | -1.8 | -9 | 0 | 3
COc1ccc(C2(C(=O)Nc3c(C)n(C)n(-c4ccccc4)c3=O)CCCC2)cc1OC | -6 | 16 | 0.3 | -1 | -2 | 110 | -1.9 | . | 1 | 4
CCOC(=O)N1CCC(N(CCN(C)C)C(=S)Nc2cccc(C)c2)CC1 | -6 | 7 | 0.7 | 5 | 16 | 102 | -1.3 | -16 | 0 | -4
Cc1ccc(S(=O)(=O)c2cccc(S(=O)(=O)N3CCOCC3)c2)cc1S(=O)(=O)N1CCOCC1 | 2 | -15 | -0.2 | 2 | 9 | 94 | 0.1 | -8 | 0 | -7
COc1ccc(-c2csc3ncnc(N4CCN(c5cccc(C)c5C)CC4)c23)cc1 | 10 | -8 | 0.2 | -3 | 1 | 105 | -8.5 | -2 | -6 | -3
CCC(=O)N1CCc2cc(S(=O)(=O)NC(Cc3ccccc3)C(=O)NC3CCCC3)ccc21 (stereo not drawn) | -9 | -6 | 0.1 | -1 | 11 | 97 | -0.5 | -4 | 0 | 0
N#Cc1ccc(C(=O)NNC(=O)c2ccncc2)cc1 | 9 | 2 | -0.1 | 0 | -3 | 101 | -0.4 | -20 | 0 | 6
Cc1ccc(S(=O)(=O)N2CCC(C(=O)N[C@@H](C)C(=O)NCc3ccco3)CC2)cc1 | -1 | -8 | 0.1 | -1 | 1 | 97 | -0.4 | -3 | 1 | 3
COc1ccc(Cc2nnc(N/N=C(\C)c3ccccc3)[nH]c2=O)cc1OC | -1 | 5 | 0.0 | -2 | 22 | 99 | -0.6 | 6 | 0 | 2
Cc1cccc(CSc2ccc(-c3cccs3)nn2)c1 | -10 | 4 | 0.0 | -1 | 1 | 91 | 0.2 | -3 | -2 | -5
CC(=O)N1CCN(C(=O)COc2ccc3oc4c(c3c2)CCCC4)CC1 | -8 | -4 | -0.2 | 0 | 9 | 99 | -0.7 | -4 | -2 | 0
Cc1ccc(NC(=S)N2CCC(N(C)CC3CCCO3)CC2)cc1 (stereo not drawn) | 6 | -5 | -0.1 | 4 | 14 | 98 | 1.7 | -14 | 1 | 3
COC(=O)CC/C(=N/Nc1ccc(Cl)c(Cl)c1)C(=O)OC | -2 | 14 | -0.3 | 8 | 3 | 96 | -2.1 | 7 | 2 | 0
COc1ccc(C(NC(=O)CNC(C)=O)C(=O)Nc2ccc(C(C)C)cc2)cc1 (stereo not drawn) | -5 | 2 | 0.0 | 0 | 6 | 96 | 1.7 | -4 | -3 | 3
Cc1ccc2nc(NC(=O)C3CCN(S(=O)(=O)c4cccs4)CC3)sc2c1 | -27 | -5 | 1.8 | 1 | 10 | 95 | -1.7 | -3 | -11 | -8
CCCCN(C(=O)C1CCCO1)c1c(N)n(CC(C)C)c(=O)[nH]c1=O (stereo not drawn) | -1 | -3 | -0.2 | 5 | 14 | 103 | -2.1 | -1 | 2 | -5
CCc1ccc2nc(N(CCCN(C)C)C(=O)c3ccc(S(=O)(=O)N(C)C4CCCCC4)cc3)sc2c1 | -2 | 11 | -0.2 | -13 | 11 | 99 | 13* | -6 | -2 | -13
CCOC(=O)C1CCCN(C(=O)c2cccc(S(=O)(=O)N(C)c3ccc(OC)cc3)c2)C1 (stereo not drawn) | -8 | -2 | 0.7 | -1 | 6 | 96 | -2.2 | -6 | 1 | -2
CCN(CC)C(=O)CSc1nc(Cc2ccccc2)nc2ccccc12 | -3 | -7 | 0.3 | 4 | -5 | 98 | -1.0 | -19 | -6 | 9
CCC(C)(C)NC(=O)CN(Cc1cccs1)C(=O)C(=O)Nc1ccc2c(c1)OCCO2 | -3 | 1 | -0.2 | -5 | 21 | 97 | 0.8 | . | -1 | 2
CN(C)/C=C/C(=O)c1ccc(-c2ccc(Cl)cc2Cl)o1 | . | 3 | 0.0 | -1 | 16 | 87 | -1.6 | -5 | 1 | 6
CCn1c(C)c(C(C)=O)cc(C#N)c1=O | . | 15 | -0.1 | 0 | 4 | 98 | -1.7 | -4 | 1 | 0
C[C@@H]1CN([C@@H](C)CO)C(=O)CCCn2nncc2CO[C@@H]1CN(C)S(=O)(=O)c1ccc2c(c1)OCCCO2 | 12 | 0 | -0.2 | 1 | 4 | 104 | -1.1 | -9 | 0 | 12
Cc1ccc(S(=O)(=O)N[C@H](C(=O)NCC2CCC(C(=O)O)CC2)C(C)C)cc1 (stereo partly drawn) | 1 | 3 | -0.2 | 7 | 23 | 96 | 1.3 | -3 | 1 | 8
Cc1cccc(C)c1NC(=O)Cn1nc(-c2ccccc2)nc1-c1ccccc1 | -14 | -4 | -0.3 | 2 | 3 | 100 | -1.6 | -9 | 0 | -7
CC(C)c1nc2ccccc2c2nnc(SCC(=O)NCc3ccco3)n12 | -4 | -2 | -0.1 | -1 | 12 | 95 | 1.2 | -4 | 4 | 4
O=C(COC(=O)COc1ccccc1)NCc1ccc2c(c1)OCO2 | 1 | 1 | -0.2 | -2 | 12 | 106 | -0.7 | -6 | 0 | 2
COc1ccc(N(CC(=O)NCc2ccc(F)cc2)C(=O)c2snc(C(N)=O)c2N)cc1OC | 15 | 19 | 0.0 | 1 | 3 | 96 | -1.5 | -3 | 0 | 3
COc1ccc(NC(=O)N2CCC(c3nc4ccccc4[nH]3)CC2)cc1 | 21 | -1 | -0.6 | -2 | 4 | 99 | -1.8 | 3 | 2 | -1
O=C(N[C@@H](c1ccccc1)[C@@H]1C[C@H]1C(=O)NCc1ccccn1)OCc1ccccc1 | -3 | -4 | 0.0 | 3 | 2 | 94 | -0.8 | -11 | 0 | 4
Cc1ccc(C(=O)OCC(=O)NC2CCCCC2)cc1S(=O)(=O)N1CCCCC1 | -7 | -3 | 0.5 | -1 | -4 | 96 | -1.0 | -3 | -2 | 0
Cc1cc(Cl)ccc1OCC(=O)NCCCn1ccnc1 | 2 | -11 | -0.1 | -1 | 3 | 93 | -0.7 | -3 | 2 | 10

Not a hit list (roughly 3.6% active in at least one column).
